Source: PubChem BioAssay (several laboratories)
AddAB inh – less growth of phage-infected E. coli with AddAB; E. coli expressing H. pylori AddAB, absorbance growth; inhibition, % at 11.9 µM; 0.29% of 330,000 active; in the data active = inhibition above about 12%;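 also: 0% = vehicle wells of infected cells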
OPRM1-OPRD1 inv – inverse agonist of human OPRM1-OPRD1 heterodimerization | P35372+P41143 | cell-based MOR-DOR heterodimer luminescence, inverse agonism | inhibition, % at 9.3 µM | 0.21% of 340,000 active; in the data active = inhibition above about 22%, passing the limit was not always enough;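 also: 0% = cells with DMSO and 100% = wells without cells with DMSO; values of inactives mirror those of a sister screen read the other way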
Arr AP2 block – inhibitors of human beta-arrestin and AP2 interaction; FITC-arrestin peptide / GST-AP2 beads, flow cytometry; AP2 beta2 appendage carries R879A mutation; inhibition, % at 10 µM; 0.31% of 340,000 active; AID 504490;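 active = inhibition above a set limit, near 3 SD of compounds lacking own fluorescence, cut at about 54% in these data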;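 also: plate controls were DMSO wells for no effect and 5 µM unlabelled arrestin peptide for full effect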
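Material – GST-tagged AP2 beta2-adaptin appendage (R879A) on 4 µm glutathione beads · Probe or stimulus – fluorescein-tagged arrestin peptide at 50 nM final · Timing – 12 min plus 1 h, RT · Detection – bead flow cytometry, FITC channel · Read-out basis – inhibition as reduced fluorescein signal on beads, percent · Medium – PBS plus Tween 20 (0.05%) and BSA (0.1%)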
DSG3 Ab inh – human desmoglein-3 autoantibody binding inhibition; P32926; DSG3-coupled beads, scFv-anti-DSG3-GFP binding, flow cytometry; hits give low values; binding (percent of control), % at 10 µM; 0.48% of 310,000 active;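 active = binding more than 3 SD below its plate's average and above zero; inconclusive = below that plate limit but binding exactly zero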;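 also: hits lower antibody fragment binding to DSG3; some compounds called inactive have numbers as strong as hits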
Target sequence (P32926 whole entry, looked up, the tested form may be a part): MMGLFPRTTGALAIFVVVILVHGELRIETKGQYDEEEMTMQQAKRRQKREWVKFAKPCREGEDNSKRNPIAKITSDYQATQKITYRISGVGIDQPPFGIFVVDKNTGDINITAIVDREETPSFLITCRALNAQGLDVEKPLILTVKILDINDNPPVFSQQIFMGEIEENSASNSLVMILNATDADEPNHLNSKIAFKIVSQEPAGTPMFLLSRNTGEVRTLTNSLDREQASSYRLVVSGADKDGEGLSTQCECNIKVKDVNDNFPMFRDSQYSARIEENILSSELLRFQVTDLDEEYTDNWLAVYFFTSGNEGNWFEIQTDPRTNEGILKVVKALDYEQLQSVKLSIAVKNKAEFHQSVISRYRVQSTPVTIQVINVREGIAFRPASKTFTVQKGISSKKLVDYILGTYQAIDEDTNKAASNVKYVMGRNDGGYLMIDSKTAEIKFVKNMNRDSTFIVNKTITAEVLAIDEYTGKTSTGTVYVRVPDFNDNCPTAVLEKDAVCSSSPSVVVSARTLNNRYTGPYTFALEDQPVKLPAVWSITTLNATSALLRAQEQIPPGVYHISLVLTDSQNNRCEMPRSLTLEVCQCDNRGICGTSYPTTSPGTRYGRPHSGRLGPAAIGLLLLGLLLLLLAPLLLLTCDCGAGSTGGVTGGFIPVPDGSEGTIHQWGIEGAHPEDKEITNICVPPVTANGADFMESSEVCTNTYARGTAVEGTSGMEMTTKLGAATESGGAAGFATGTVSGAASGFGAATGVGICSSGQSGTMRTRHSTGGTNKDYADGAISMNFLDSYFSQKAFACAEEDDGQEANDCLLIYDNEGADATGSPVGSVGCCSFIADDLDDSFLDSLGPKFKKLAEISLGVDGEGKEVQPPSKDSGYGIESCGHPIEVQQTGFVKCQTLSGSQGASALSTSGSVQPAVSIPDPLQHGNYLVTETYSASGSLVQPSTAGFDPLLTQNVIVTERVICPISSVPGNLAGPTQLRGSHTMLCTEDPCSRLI
E coli growth – counter-screen for AddAB inhibitors: E. coli growth inhibition; E. coli V3065 growth, OD600 absorbance, 18 h; inhibition, % at 11.9 µM; 0.27% of 330,000 active;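 active = inhibition above the campaign's mean inhibition across all tested compounds plus 3 SD, cut at about 9.9% in these data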;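 also: uninfected addAB+ strain grown without phage in ampicillin broth; 0% = DMSO wells and 100% = ciprofloxacin 0.95 µg/ml wells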
OPRM1-OPRD1 ag – OPRM1-OPRD1 heterodimerization agonism; P35372+P41143; cells, luminescence; activation, % at 9.3 µM; 0.3% of 340,000 active; in the data active = activation above about 18%;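 also: 0% = vehicle-treated cells and 100% = reference agonist; values of inactives mirror those of a sister screen read the other way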
PfHsp90 set2 – growth inhibition of yeast expressing Plasmodium Hsp90. S. cerevisiae expressing PfHsp90, BacTiter-Glo ATP, 48 h; yeast lacking PDR1 and PDR3 efflux regulators. inhibition, % at 9.4 µM. 0.32% of 310,000 active;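 active = every replicate shows inhibition above about 80%, whatever the replicate mean, limit read from the data; inconclusive = mean inhibition reaches the set limit but some replicate falls short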;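 also: 0% = DMSO neutral controls and 100% = 20 µM radicicol positive controls; yeast relying on Plasmodium falciparum Hsp90 in place of its own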
SUMO Mot1 rescue – SUMOylation pathway inhibition by Mot1-301 growth rescue. S. cerevisiae Mot1-301 growth rescue, ATP luminescence, 38.5C; percent above DMSO median, 100 means doubled. growth rescue, % at 18.8 µM. 1% of 320,000 active;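 active = every valid replicate shows activation above 250% relative to neutral control wells; inactive = the rest, any valid replicate at or below 250%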;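 also: OY570 slx delta 5 strain wells were the positive control but not used for scaling; some compounds called inactive have numbers as strong as hits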
PKA-R1A act – activates the PKA-R1A holoenzyme complex; P00514+P68181; PKA-R1A dissociation, Cy5-IP20 fluorescence polarization; scaled: DMSO 0%, 113 µM cGMP 100%; activation, % at 11.4 µM; 0.083% of 340,000 active; AID 504707;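 active = percent activation above the mean of all tested compounds plus 3 SD, cut at about 19% in these data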;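 also: higher means more PKAc released from R1A so a rise in polarization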
Tat transport – blocks Tat-dependent protein export in E. coli. E. coli MC4100 TorA-mCherry Tat export, fluorescence. inhibition, % at 10 µM. 0.036% of 340,000 active;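 active = mean replicate inhibition at least 50% and at least half of replicates individually reaching 50%; inconclusive = only one of the two criteria met; inactive = neither criterion met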;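 also: exported cargo escapes ClpAP degradation while cytoplasmic cargo is degraded and loses fluorescence; 0% = median of neutral control wells and 100% = median of NaSCN control wells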
phage Ecoli inh – E. coli growth loss with phage present | inhibition, % at 11.9 µM | growth absorbance | 0.26% of 360,000 active | AID 651602; in the data active = inhibition above about 11%
* marks the source's active call; other numbers are inactive results.

What do the screens show for `Cc1cccc(NC(=O)c2cc3ccccc3oc2=O)c1`?
AddAB inh: 2.7; OPRM1-OPRD1 inv: 7.5; Arr AP2 block: -1.9; DSG3 Ab inh: 115.2; E coli growth: 0.2; OPRM1-OPRD1 ag: -1.5; PfHsp90 set2: -35.0; SUMO Mot1 rescue: -16.9; PKA-R1A act: -5.7; Tat transport: -0.3; phage Ecoli inh: 1.3

How did CN(C)NC(=S)NC1CCS(=O)(=O)C1 (centres undefined) do in these assays?
AddAB inh: 3.5; OPRM1-OPRD1 inv: 8.0; Arr AP2 block: 5.0; E coli growth: 1.8; OPRM1-OPRD1 ag: -1.6; PfHsp90 set2: 2.6; SUMO Mot1 rescue: 358.2; PKA-R1A act: -6.4; Tat transport: 10.2; phage Ecoli inh: 2.2

Results for N#C/C(=C/N1CCOCC1)c1ccccc1 ?
AddAB inh: 5.2; OPRM1-OPRD1 inv: 5.4; Arr AP2 block: 1.9; DSG3 Ab inh: 95.3; E coli growth: 1.7; OPRM1-OPRD1 ag: -1.2; PfHsp90 set2: 0.6; SUMO Mot1 rescue: 5.6; PKA-R1A act: 1.0; Tat transport: 1.7; phage Ecoli inh: 1.0

How did COCCn1nnnc1C(c1ccc2ncccc2c1)N1CCN(c2ccccc2F)CC1 (centres undefined) do in these assays?
AddAB inh: -0.7; OPRM1-OPRD1 inv: 14.1; Arr AP2 block: -2.8; DSG3 Ab inh: 97.6; E coli growth: -1.6; OPRM1-OPRD1 ag: -2.5; PfHsp90 set2: 9.6; SUMO Mot1 rescue: -11.3; PKA-R1A act: 5.6; Tat transport: 0.5; phage Ecoli inh: 0.5

Results for O=C(O)c1cccc(COc2cccc3ccccc23)c1 ?
AddAB inh: 1.6; OPRM1-OPRD1 inv: 0.9; Arr AP2 block: 0.2; DSG3 Ab inh: 100.6; E coli growth: -1.5; OPRM1-OPRD1 ag: -0.2; PfHsp90 set2: -27.7; SUMO Mot1 rescue: 3.6; PKA-R1A act: -1.2; Tat transport: -4.5; phage Ecoli inh: 3.3

How did Cc1cc(C)n(CCC(=O)N/N=C/c2cccc([N+](=O)[O-])c2)n1 do in these assays?
AddAB inh: 0.2; OPRM1-OPRD1 inv: 3.7; Arr AP2 block: -3.8; E coli growth: -2.3; OPRM1-OPRD1 ag: -0.7; PfHsp90 set2: -22.5; SUMO Mot1 rescue: -5.3; PKA-R1A act: -8.5; Tat transport: 4.4; phage Ecoli inh: -0.9

What do the screens show for `CCOC(=O)c1c(C)cccc1OCC(N)=O`?
AddAB inh: 1.3; OPRM1-OPRD1 inv: 14.4; Arr AP2 block: 7.7; DSG3 Ab inh: 97.4; E coli growth: -0.1; OPRM1-OPRD1 ag: -3.2; PfHsp90 set2: 8.2; SUMO Mot1 rescue: -8.6; PKA-R1A act: 1.4; Tat transport: 6.6; phage Ecoli inh: 3.5

How did COc1ccccc1-c1cc(C(=O)NCCCN2CCOCC2)no1 do in these assays?
AddAB inh: 2.7; OPRM1-OPRD1 inv: 10.1; Arr AP2 block: -0.8; DSG3 Ab inh: 108.5; E coli growth: -0.8; OPRM1-OPRD1 ag: -1.9; PfHsp90 set2: -0.8; SUMO Mot1 rescue: 1.5; PKA-R1A act: -1.7; Tat transport: 2.6; phage Ecoli inh: 0.1

Results for O=C(C1CCCO1)N1CCN(C(=S)NC2CC2)CC1 (centres undefined) ?
AddAB inh: 1.9; OPRM1-OPRD1 inv: 1.9; Arr AP2 block: -4.8; DSG3 Ab inh: 106.3; E coli growth: 1.6; OPRM1-OPRD1 ag: -0.3; PfHsp90 set2: -1.0; SUMO Mot1 rescue: 0.6; PKA-R1A act: 1.9; Tat transport: -11.8; phage Ecoli inh: 3.9

Results for CN(C)CCNC(=O)c1scc2c1CCCC2 ?
AddAB inh: 2.4; OPRM1-OPRD1 inv: 6.0; Arr AP2 block: 12.1; DSG3 Ab inh: 100.7; E coli growth: -3.2; OPRM1-OPRD1 ag: -1.2; PfHsp90 set2: -5.9; SUMO Mot1 rescue: 824.5*; PKA-R1A act: 3.5; Tat transport: -3.3; phage Ecoli inh: -0.9

Results for CCCCn1nc(NS(=O)(=O)c2cccc3nonc23)c2cc3cccc(C)c3nc21 ?
AddAB inh: 2.7; OPRM1-OPRD1 inv: 23.1; Arr AP2 block: -12.2; DSG3 Ab inh: 110.5; E coli growth: 0.2; OPRM1-OPRD1 ag: -4.6; PfHsp90 set2: 9.8; SUMO Mot1 rescue: 6.0; PKA-R1A act: 2.4; Tat transport: -1.0; phage Ecoli inh: -0.9

Results for COc1ccc(-c2noc(Cc3ccccc3OC)n2)cc1 ?
AddAB inh: 2.7; OPRM1-OPRD1 inv: -24.8; Arr AP2 block: 1.1; DSG3 Ab inh: 114.3; E coli growth: 1.2; OPRM1-OPRD1 ag: 4.4; PfHsp90 set2: -20.0; SUMO Mot1 rescue: 79.8; PKA-R1A act: -4.4; Tat transport: 5.5; phage Ecoli inh: 2.4

What do the screens show for `COc1cc(/C=N/N=C(\N)c2nonc2N)ccc1O`?
AddAB inh: 3.6; OPRM1-OPRD1 inv: 17.7; Arr AP2 block: -10.7; DSG3 Ab inh: 97.2; E coli growth: 0.2; OPRM1-OPRD1 ag: -3.5; PfHsp90 set2: -13.2; SUMO Mot1 rescue: -16.2; PKA-R1A act: -8.1; Tat transport: 3.1; phage Ecoli inh: 3.0

What do the screens show for `CCOc1ccc(-n2c(SCC(=O)Nc3ccc(OC)cc3OC)nc3c(c2=O)SCC3)cc1`?
AddAB inh: 3.2; OPRM1-OPRD1 inv: 0.1; Arr AP2 block: 7.8; DSG3 Ab inh: 90.8; E coli growth: 0.1; OPRM1-OPRD1 ag: 0.0; PfHsp90 set2: -11.6; SUMO Mot1 rescue: -7.7; PKA-R1A act: 3.6; Tat transport: -4.2; phage Ecoli inh: 2.7

Results for O=C(c1ccccc1)N1CCn2c(nc3ccccc32)C1 ?
AddAB inh: -0.5; Arr AP2 block: -3.0; DSG3 Ab inh: 99.6; E coli growth: 0.0; PfHsp90 set2: 15.8; SUMO Mot1 rescue: -10.1; PKA-R1A act: 9.5; Tat transport: -5.0; phage Ecoli inh: -0.1

Results for COc1ccc(S(=O)(=O)N2N=C(C)Oc3ccccc3C2=O)cc1 ?
AddAB inh: 3.4; OPRM1-OPRD1 inv: 15.1; Arr AP2 block: 6.3; E coli growth: 2.8; OPRM1-OPRD1 ag: -3.0; PfHsp90 set2: 14.2; SUMO Mot1 rescue: 12.5; PKA-R1A act: -10.8; Tat transport: -3.4; phage Ecoli inh: 1.3

Results for O=C(NCC1COc2ccccc2O1)c1ccc(Br)s1 (centres undefined) ?
AddAB inh: 2.4; OPRM1-OPRD1 inv: -15.8; Arr AP2 block: 4.3; DSG3 Ab inh: 109.2; E coli growth: -0.6; OPRM1-OPRD1 ag: 3.0; PfHsp90 set2: -4.6; SUMO Mot1 rescue: 13.0; PKA-R1A act: 1.2; Tat transport: 0.1; phage Ecoli inh: 4.9

Results for CCCSc1nc(C)cc(C)c1S(C)(=O)=O ?
AddAB inh: 3.7; OPRM1-OPRD1 inv: 6.7; Arr AP2 block: 6.1; DSG3 Ab inh: 99.2; E coli growth: 1.5; OPRM1-OPRD1 ag: -1.1; PfHsp90 set2: -51.8; SUMO Mot1 rescue: 4.7; PKA-R1A act: -1.4; Tat transport: -4.4; phage Ecoli inh: 2.3

How did C[C@@H]1C(c2ccc(F)cc2)=NN(c2ccccc2)[C@H]1C(=O)N1CCOC1=O do in these assays?
AddAB inh: 1.4; OPRM1-OPRD1 inv: -6.6; Arr AP2 block: -1.3; DSG3 Ab inh: 106.7; E coli growth: 3.0; OPRM1-OPRD1 ag: 1.3; PfHsp90 set2: 10.3; PKA-R1A act: -1.1; Tat transport: inconclusive; phage Ecoli inh: 0.2

Results for CCCn1c(SCC(=O)Nc2ccccc2C(=O)OC)nc2c1c(=O)n(C)c(=O)n2C ?
AddAB inh: 7.7; OPRM1-OPRD1 inv: 23.1; Arr AP2 block: -10.4; DSG3 Ab inh: 95.4; E coli growth: 0.4; OPRM1-OPRD1 ag: -5.1; PfHsp90 set2: 3.7; SUMO Mot1 rescue: -7.5; PKA-R1A act: -0.4; Tat transport: -7.9; phage Ecoli inh: 2.3

What do the screens show for `Cn1c(CNc2nc(-c3ccccc3)cs2)nnc1SCC(=O)N1CCc2ccccc21`?
AddAB inh: 1.4; OPRM1-OPRD1 inv: -0.9; Arr AP2 block: 18.2; DSG3 Ab inh: 95.0; E coli growth: 0.9; OPRM1-OPRD1 ag: 0.2; PfHsp90 set2: 6.6; SUMO Mot1 rescue: -1.7; PKA-R1A act: -1.7; Tat transport: 2.0; phage Ecoli inh: 1.7

What do the screens show for `Cc1ccc(-c2nnn(CC(=O)N(Cc3ccco3)C(C(=O)NC(C)(C)C)c3cccs3)n2)o1` (centres undefined)?
AddAB inh: 5.0; OPRM1-OPRD1 inv: -20.6; Arr AP2 block: 2.8; DSG3 Ab inh: 96.0; E coli growth: -1.3; OPRM1-OPRD1 ag: 4.1; PfHsp90 set2: -0.9; SUMO Mot1 rescue: -13.5; PKA-R1A act: 1.8; Tat transport: 3.0; phage Ecoli inh: 3.1

Results for O=C(COc1ccccc1-c1ccccc1)Nc1ccc(S(=O)(=O)NCc2ccco2)cc1 ?
AddAB inh: 0.2; OPRM1-OPRD1 inv: -27.1; Arr AP2 block: -2.4; DSG3 Ab inh: 98.8; E coli growth: -0.5; OPRM1-OPRD1 ag: 5.2; SUMO Mot1 rescue: 95.6; PKA-R1A act: -6.3; Tat transport: 8.2; phage Ecoli inh: 2.4

Results for CCOC(=O)Nc1cc(C)c(Cl)cc1OC ?
AddAB inh: -1.3; OPRM1-OPRD1 inv: 12.0; Arr AP2 block: 2.9; DSG3 Ab inh: 103.7; E coli growth: 1.3; OPRM1-OPRD1 ag: -2.2; PfHsp90 set2: -13.2; SUMO Mot1 rescue: 14.9; PKA-R1A act: -14.5; Tat transport: -14.0; phage Ecoli inh: 1.2

What do the screens show for `CSc1ccc(CN(C)CC(=O)NC(C)c2ccccc2)cc1` (centres undefined)?
AddAB inh: 5.5; OPRM1-OPRD1 inv: 7.4; Arr AP2 block: 44.0; DSG3 Ab inh: 90.2; E coli growth: -1.3; OPRM1-OPRD1 ag: -1.6; PfHsp90 set2: -2.5; SUMO Mot1 rescue: 15.8; PKA-R1A act: -4.0; Tat transport: -11.1; phage Ecoli inh: 0.3

Results for COc1ccc(/C=C/C(=O)OCC(=O)NC2CCCCC2C)c(OC)c1 (centres undefined) ?
AddAB inh: 2.2; OPRM1-OPRD1 inv: -5.6; Arr AP2 block: 5.3; DSG3 Ab inh: 107.9; E coli growth: -0.2; OPRM1-OPRD1 ag: 1.4; PfHsp90 set2: -7.1; SUMO Mot1 rescue: 28.3; PKA-R1A act: -3.8; Tat transport: -5.2; phage Ecoli inh: -0.9

Rows are unselected; 2.8% or so of the library scored in one or more.
